High-throughput results (PubChem)
Yfh1-off respiration: mitochondrial function rescue without frataxin homolog – Friedreich's ataxia, plus single-dose screen, dose response (AID 1465); S. cerevisiae Yfh1-off respiration, WST-1 reduction, 72 h; higher fold induction means a stronger effect; 220,000 tested, 0.074% active; fold induction at 50 µM; hits with a dose series show EC50 in µM;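 active = fold induction of absorbance versus untreated yeast above a set limit, then at least 30% activation at any dose in follow-up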;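 note: activators that raise dye reduction in frataxin-depleted yeast; strong numbers were not always called active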
KOR beta-arrestin-1: kappa opioid receptor blockers – cell-based, luminescence, uHTS (AID 1778); KOR beta-arrestin recruitment, luminescence, antagonist mode; higher % means a stronger effect; inhibition, % at 10 µM, or IC50 in µM where a hit was titrated; 290,000 tested, 0.091% active; note: strong numbers were not always called active
TNAP activators: human TNAP enzyme activators, primary screen, biochemical, luminescent, no phosphate acceptor, uHTS (AID 1001); 200,000 tested, 0.03% active; purified TNAP, luminescent activation assay, no phosphate acceptor; higher activation fold means a stronger effect; activation fold at 20 µM; hits with a dose series show EC50 in µM; in the data active = activation fold from about 3, or a potency from the dose series; inactive = the rest, 99 in 100 with activation fold below about 1.6; note: many of its hits are not listed in these tables
NTR1 ag: agonists of NTR1, primary screen, imaging, U2OS cells, beta-arrestin-GFP, high content (AID 493036); P30989; NTR1-U2OS beta-arrestin-GFP spot imaging, agonist mode; activation, % at 20 µM; 330,000 tested, 0.17% active;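 active = activation at or above 40% of the spot to cytoplasm intensity ratio, with at least 20 cells analyzed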;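 note: 0% = DMSO without peptide and 100% = 100 nM NTR1 peptide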
Target sequence (P30989 whole entry, looked up): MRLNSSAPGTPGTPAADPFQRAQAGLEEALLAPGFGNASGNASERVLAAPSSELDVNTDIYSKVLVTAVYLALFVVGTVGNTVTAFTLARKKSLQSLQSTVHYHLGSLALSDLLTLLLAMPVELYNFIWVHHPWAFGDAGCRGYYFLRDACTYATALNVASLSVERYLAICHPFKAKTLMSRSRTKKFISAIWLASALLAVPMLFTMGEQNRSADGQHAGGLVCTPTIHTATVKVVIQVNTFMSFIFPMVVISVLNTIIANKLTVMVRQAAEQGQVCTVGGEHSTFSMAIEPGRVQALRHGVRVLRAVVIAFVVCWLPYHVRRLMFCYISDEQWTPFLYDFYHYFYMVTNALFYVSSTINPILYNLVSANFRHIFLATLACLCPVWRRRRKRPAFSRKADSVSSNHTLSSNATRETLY
GPR55 activation: GPR55 agonists via beta-arrestin recruitment, primary screen, imaging, U2OS cells, beta-arrestin-GFP redistribution (AID 1961). U2OS GPR55 beta-arrestin-GFP redistribution imaging; higher % means a stronger effect. one-dose activation, % at 10 µM; EC50 in µM for titrated hits. 290,000 tested, 0.048% active;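 active = activation above 40% with more than 50 cells counted in the well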;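 note: U2OS osteosarcoma cells stably expressing GPR55 and beta-arrestin-GFP; plate controls were DMSO negative control for no effect and LPI positive control for full effect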
KOR beta-arrestin-2: KOR agonists, beta-arrestin recruitment, primary screen, cell-based, luminescence, uHTS (AID 1777) | KOR beta-arrestin recruitment, luminescence; higher % means a stronger effect | activation, % at 10 µM; hits with a dose series show EC50 in µM | 280,000 tested, 0.02% active; in the data active = activation above about 50%, passing the limit was not always enough; note: a part of the inactive calls stands beside numbers as strong as those of hits
ER stress rescue: protection against thapsigargin-triggered cell killing – 384-well, CSM14.1, ATP luminescence, primary screen (AID 1222); one-dose cellular ATP content (survival), % at 20 µM; EC50 in µM for titrated hits; CSM14.1 thapsigargin-induced death rescue, ATP luminescence; higher % means a stronger effect; 190,000 tested, under 10 active;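 active = EC50 below 50 µM in the dose-response confirmation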;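 note: death triggered by thapsigargin at about 15 µM added after 2 h compound pretreatment; cell ATP read after overnight thapsigargin exposure of roughly 18 to 22 hours; normalized against plate controls of thapsigargin alone and 5% DMSO vehicle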
NOD1 inhibition: inhibition of NOD1-driven NF-kB reporter – cell-based, luminescence, uHTS, primary screen (AID 1578) | NOD1-driven NF-kB luciferase reporter cells, luminescence; higher % means a stronger effect | inhibition, % at 4 µM; hits with a dose series show EC50 in µM | 290,000 tested, 1% active; in the data active = inhibition mostly above about 36%, no sharp cut-off; inactive = mostly below about 34%;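 note: HEK-293T reporter cells stimulated with the NOD1 agonist gamma-tri-DAP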
NOD2 inhibition: NOD2 signaling inhibitors, cell-based, luminescence, uHTS, HEK293 (AID 1566); HEK293 NOD2/NF-kB luciferase reporter, luminescence; higher % means a stronger effect; inhibition, % at 4 µM; hits with a dose series show EC50 in µM; 290,000 tested, 0.63% active; note: many of its hits are not listed in these tables
NTR1 ag cell count 20 µM: further read-out of NTR1 ag, marked with its call; cell count; measured here: cell count, cytotoxicity flag
The depositor's hits bear a star; i = inactive; · = not tested or not shown; [ ] = dose if it differs, or a comment. Cut-off read from the data, not from the text of the source, unless noted: active = inhibition above about 50%; inactive = the rest. A portion of the library, so the mix of outcomes need not match the whole.

entry	canonical_smiles	NOD1 inhibition	KOR beta-arrestin-2	GPR55 activation	NTR1 ag cell count 20 µM	ER stress rescue	KOR beta-arrestin-1	TNAP activators	Yfh1-off respiration	NTR1 ag	NOD2 inhibition
1	O=C(CSc1ncnc2nc[nH]c12)N1CCN(c2ccccc2)CC1	-9%	0.5%	0.3%	68	0.6%	17%	0.9	i	-1.3	9%
2	O=C(Nc1ccc(-n2ccc(C(F)(F)F)n2)cc1)c1cccs1	-52%	10%	0.2%	60	·	4%	·	·	2.5	-40%
3	Cc1cccc(/N=C/c2c(C)[nH]n(-c3ccccc3)c2=O)n1	-8%	3.8%	-0.3%	73	·	2%	·	i	-1.3	-2%
4	COc1cccc2[nH]c3c(Cl)ncnc3c12	35%	3.5%	-0.3%	54	-2.3%	-45%	1	i	-0.1	7%
5	CC(C)(C)C(=O)Nc1ccc(S(=O)(=O)Nc2ccccn2)cc1	-20%	-9.6%	-0.1%	98	0.6%	0%[20 µM]	1	i	-0.4	12%
6	NC(=O)Cc1ncc(C(F)(F)F)cc1Cl	-34%	1.7%	0.1%	35	-0.2%	-16%	1.1	i	0.2	4%
7	COc1ccc(-c2cc(C(=O)OCC(=O)Nc3cc(C)on3)c3ccccc3n2)cc1OC	10%	12%	-0.1%	48	4.3%	-34%	1.1	i	12	6%
8	CC(C)(C)NC(=O)Cn1nnc(-c2ccc(Cl)cc2)n1	14%	3.4%	0.2%	50	-0.1%	24%	1.1	i	1.5	18%
9	Cc1ccc(NC(=O)C[n+]2cc(-c3ccc(C)cc3)n3c2CCC3)cc1	-8%	0.4%	0.3%	51	·	4%	·	i	1.7	18%
10	CCC1(CC)NC(=O)N(CC(=O)Nc2ccc(S(=O)(=O)N3CCOCC3)cc2)C1=O	-7%	-1.9%	-0.5%	53	-0.5%	3%	1.1	i	0.2	8%
11	Cc1ccc(N2NC3(CCN(C(N)=O)CC3)NC2=O)cc1	-42%	-5.5%	0.5%	94	-0.2%	22%	1.1	i	-1.7	-90%
12	NC(=O)c1c(NC(=O)COC(=O)c2ccc(S(=O)(=O)Nc3ccccc3)cc2)sc2c1CCCC2	-35%	-13%	0.0%	65	1.7%	-62%	1	i	7.0	-16%
13	O=C(Nc1ccccc1N1CCCC1)c1ccccc1Cl	-24%	-0.7%	-0.2%	65	·	10%	·	·	1.9	17%
14	Cc1cc(NC(=O)CCC(=O)N(CC(=O)NCC2CCCO2)c2ccc(C)c(C)c2)no1 (configuration not stated)	-4%	-4.0%	0.0%	40	·	-20%	·	·	-0.1	4%
15	COc1ccc(C2/C=C\CN(S(=O)(=O)/C=C/c3ccccc3)[C@H](Cc3ccccc3)C(=O)N2Cc2ccc(F)cc2)cc1 (some centres not stated)	-2%	-1.0%	-0.1%	63	·	33%	·	i	3.2	1%
16	CC(C)CCN1CCN(CC#Cc2ccccc2)CC1CCO (configuration not stated)	-30%	1.4%	-0.2%	89	-2.4%	1%	1.1	i	-1.8	-12%
17	CCCc1nc2sc3ccccc3c(=O)c2c(=O)n1CCOC	3%	-2.2%	0.5%	96	1.8%	-10%	1.1	·	0.7	11%
18	CCCc1[nH]nc2c1C(c1cc(OC)cc(OC)c1)C(C#N)=C(N)O2 (configuration not stated)	17%	5.3%	-0.1%	82	-1.9%	-2%	1	i	4.5	-10%
19	O=C(CCCN1C(=O)c2ccccc2C1=O)N1CCCCC1	-20%	-1.3%	0.8%	55	4.8%	-49%	1.1	i	0.5	5%
20	O=C(Cc1ccccc1[N+](=O)[O-])Nc1ccc(S(=O)(=O)N2CCCC2)cc1	-9%	-2.0%	-0.2%	54	·	9%	·	·	1.6	-2%
21	Cc1cc(OCCOc2cccc3cccnc23)cc(C)c1Cl	-8%	20%	-0.1%	54	-0.8%	6%	1.2	i	7.0	5%
22	CN(C)C(=O)c1cc(C(=O)c2ccc(C(F)(F)F)cc2)c[nH]1	-6%	-1.3%	0.0%	92	·	16%	·	·	2.6	-12%
23	COc1ccc2[nH]c(C(=O)N3CCC(CO)(Cc4cccc(C(F)(F)F)c4)CC3)c(C)c2c1	-17%	1.3%	-0.4%	66	·	-55%[20 µM]	·	·	11	5%
24	COc1ccc(CCNc2nc(-c3cccnc3)cs2)cc1OC	27%	3.8%	-0.1%	83	3.1%	-23%	1	i	0.3	6%
25	COC(=O)Nc1nc2ccc(-c3n[nH]c(=O)c4ccccc34)cc2[nH]1	-13%	-1.1%	-0.2%	53	-2.3%	-22%	1.2	i	1.6	23%
26	CCc1ccc(Nc2n[n+](-c3ccccc3)c(-c3ccc(N(CC)CC)cc3)s2)cc1	-8%	3.3%	0.6%	83	·	-70%[20 µM]	·	·	-7.6	10%
27	Nc1cccc(CCc2nc3cc4ccccc4cc3[nH]2)c1	-36%	-1.9%	1.0%	80	-0.1%	-98%	1.2	i	6.5	-112%
28	COc1cccc(C(=O)NC(=S)Nc2ccccc2N2CCCC2)c1	1%	·	-0.1%	104	2.2%	-20%[20 µM]	1	i	5.6	19%
29	CCOC(=O)C(O)(C1C(=O)CC(C)(C)CC1=O)C(F)(F)F (configuration not stated)	-10%	12%	-0.2%	56	3.1%	8%	1.1	i	5.6	-1%
30	COc1ccc(CNc2nc(Cl)c(C#N)s2)cc1	4%	-7.5%	-0.1%	81	·	13%	·	·	-1.0	7%

An excerpt from above in order of count of non-hydrogen atoms, smallest number first.
entry	canonical_smiles	NOD1 inhibition	KOR beta-arrestin-2	GPR55 activation	NTR1 ag cell count 20 µM	ER stress rescue	KOR beta-arrestin-1	TNAP activators	Yfh1-off respiration	NTR1 ag	NOD2 inhibition
8	CC(C)(C)NC(=O)Cn1nnc(-c2ccc(Cl)cc2)n1	14%	3.4%	0.2%	50	-0.1%	24%	1.1	i	1.5	18%
19	O=C(CCCN1C(=O)c2ccccc2C1=O)N1CCCCC1	-20%	-1.3%	0.8%	55	4.8%	-49%	1.1	i	0.5	5%
2	O=C(Nc1ccc(-n2ccc(C(F)(F)F)n2)cc1)c1cccs1	-52%	10%	0.2%	60	·	4%	·	·	2.5	-40%
1	O=C(CSc1ncnc2nc[nH]c12)N1CCN(c2ccccc2)CC1	-9%	0.5%	0.3%	68	0.6%	17%	0.9	i	-1.3	9%
10	CCC1(CC)NC(=O)N(CC(=O)Nc2ccc(S(=O)(=O)N3CCOCC3)cc2)C1=O	-7%	-1.9%	-0.5%	53	-0.5%	3%	1.1	i	0.2	8%
26	CCc1ccc(Nc2n[n+](-c3ccccc3)c(-c3ccc(N(CC)CC)cc3)s2)cc1	-8%	3.3%	0.6%	83	·	-70%[20 µM]	·	·	-7.6	10%

More entries
entry	canonical_smiles	NOD1 inhibition	KOR beta-arrestin-2	GPR55 activation	NTR1 ag cell count 20 µM	ER stress rescue	KOR beta-arrestin-1	TNAP activators	Yfh1-off respiration	NTR1 ag	NOD2 inhibition
31	CCC(CC)NC(=O)c1cc(OC)c(OC)c(OC)c1	-4%	3.5%	-0.2%	33	-0.9%	23%	1	i	0.3	0%
32	C=CCOc1ccccc1/C=c1\sc2nc(=O)c(C)nn2c1=O	-31%	-0.2%	-0.1%	90	-1.7%	24%	1.1	i	-0.6	11%
33	CN1CCN(S(=O)(=O)c2ccc(Br)s2)CC1	-14%	-1.4%	-0.3%	85	-0.3%	20%	1.1	i	1.8	-9%
34	CCOC(=O)c1ccc(NC(=S)N2CCSC2c2ccc(OC)cc2)cc1 (configuration not stated)	-10%	4.5%	-0.3%	64	-0.8%	-50%	1	i	8.9	-21%
35	COc1ccc(/C=C(/NC(=O)c2ccccc2)C(=O)N2CCOCC2)cc1OC	-10%	-4.6%	0.3%	59	·	-2%	·	·	1.0	7%
36	CCOc1cnc(-c2ccc(Cl)cc2)o1	-12%	-2.4%	0.3%	48	-3.4%	1%	1	i	0.0	-4%
37	Cc1ccc(COc2ccc(/C=N/O)cc2)cc1	-60%	3.4%	-0.4%	54	10%	-22%	1.1	i	-0.9	-100%
38	Cc1cccc(Nc2nc(N)nc(-c3oc4ccccc4c3C)n2)c1	-3%	·	0.2%	55	·	-18%	·	i	17	-141%
39	COc1ccc(CCn2c(=S)[nH]c3ccc(N4CCOCC4)cc3c2=O)cc1OC	10%	-5.3%	-0.3%	63	0.7%	1%	1.2	i	4.2	3%
40	O=C(NNS(=O)(=O)c1ccc(Br)cc1)NC1CCCCC1	-5%	-0.3%	0.0%	48	-1.4%	10%	1.1	i	-1.5	11%
41	COc1ccccc1N1CCN(C(=O)CSc2nnc(-c3ccoc3C)o2)CC1	-1%	-3.6%	-0.2%	94	-1.4%	-31%	1.1	i	-2.4	-13%
42	COc1cc(NC(=S)NC(=O)C(C)C)ccc1NC(=O)c1cc2ccccc2o1	-49%	-0.6%	-0.1%	48	0.2%	-57%	1	i	0.9	-6%
43	Cc1ccc(-c2nc(CS(=O)(=O)CC(=O)NCc3cccc(F)c3)c(C)o2)cc1	-10%	4.8%	0.4%	69	·	-10%[20 µM]	·	·	1.3	30%
44	Cc1nc(=O)c(-c2ccccc2)c(C)n1CCCCCC(=O)O	-14%	-2.3%	-0.1%	44	-1.1%	-2%	1.2	i	-0.5	3%
45	Cc1ccc(S(=O)(=O)n2ccc3c2CCCC3=O)cc1	-10%	-2.0%	-0.1%	90	·	27%	·	·	0.3	6%
46	Cc1ccc2c(c1)nnn2C1CCN(C(=O)C23CC4CC(CC(C4)C2)C3)CC1	-22%	0.5%	-0.1%	84	-3.1%	-1%	1.1	i	1.5	11%
47	Cc1ccc(C(=O)NCCCNc2ccc(C(F)(F)F)cc2[N+](=O)[O-])cc1	-15%	17%	-0.5%	62	-3.3%	-11%	1.2	i	-1.1	9%
48	O=C(O)Cc1ccc(NC(=O)Nc2ccc3c(c2)OCO3)cc1	-29%	-3.7%	-0.1%	78	·	23%	·	·	0.5	-4%
49	O=C(O)[C@@H]1CCCN1S(=O)(=O)c1cccc(S(=O)(=O)N2CCC[C@H]2C(=O)O)c1	-6%	·	-0.1%	89	·	-23%[20 µM]	·	·	-0.8	-14%
50	CCCCC(=O)Nc1cccc(NC(=O)CC)c1	-16%	-0.8%	0.2%	98	-2.7%	-48%	1.1	i	1.3	-6%
